# HCV inh = blocks hepatitis C virus | Huh7.5.1 HCVcc-Cre infection, luciferase reporter, 44 h | Potency, µM (titrated, usually from 41.8 µM), inactives show at the top dose activity change, negative = inhibition, most hits filed as inhibitors | hit rate 3.4% among 340,000 | AID 651820; also: potency is read from the fitted curve at half-maximal effect
#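 Compounds are dispensed onto cells plated 4 h earlier at 1,000 per well, with HCVcc-Cre virus (about 0.5 moi) added next. Following 44 h of culture, luminescent signal is measured for 15 sec after 15 min with substrate at room temperature.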
# AmpC inh detg = AmpC beta-lactamase inhibition with detergent present; AmpC hydrolysis of nitrocefin, absorbance 480 nm, 0.01% Triton; P00811; hit rate 0.041% among 370,000; Potency, µM (doses to about 114 µM), for inactives: at the top dose activity change, negative = inhibition, actives largely listed as inhibitors; AID 485294;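 also: potency is read from the fitted curve at half-maximal effect; 0% = no-compound wells and -100% = no-enzyme wells; nearly all actives have a fitted effect of over 25% in size; some results filed as inactive show a strong effect at the top dose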
# Target sequence (P00811 whole entry, looked up): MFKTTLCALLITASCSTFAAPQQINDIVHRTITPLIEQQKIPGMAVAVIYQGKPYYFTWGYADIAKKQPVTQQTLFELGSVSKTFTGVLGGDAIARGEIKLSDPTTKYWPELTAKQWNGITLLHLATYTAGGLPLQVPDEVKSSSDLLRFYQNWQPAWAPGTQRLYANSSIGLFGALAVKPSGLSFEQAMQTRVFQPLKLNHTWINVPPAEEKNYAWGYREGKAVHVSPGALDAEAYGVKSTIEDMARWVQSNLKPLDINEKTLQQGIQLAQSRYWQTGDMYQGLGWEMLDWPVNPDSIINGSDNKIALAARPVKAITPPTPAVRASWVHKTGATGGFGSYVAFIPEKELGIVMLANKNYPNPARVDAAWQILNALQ
#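 20 mM phosphate pH 7.0 + 0.01% (detergent screen) or 0.0001% Triton X-100; 5.3 nM AmpC reagent; cpd preinc 15 min RT; nitrocefin (800 uM stock) to start; A480 q20 s × 4 min; Activity was normalised to no-enzyme and no-compound control wells.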
# HCMV inh = inhibitors of human cytomegalovirus | hit rate 4.5% among 410,000 | activity change, negative = inhibition, % at 57.5 µM | AID 1259415 | HFF cells, HCMV-luciferase reporter, 72 h; active compounds read low; in the data active = activity change below about -60%; inconclusive = no clear call, values can overlap the other calls; inactive = above about -39%
#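 After 16 h attachment at 37C, HFF cells received test compound and HCMV-luciferase (1 PFU/cell); reporter luminescence read 72 h later, data normalized against buffer-only and known inhibitor Salinomycin.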
# AMA1-RON2 inh = inhibitors of Plasmodium falciparum AMA1-RON2 interaction; AlphaScreen AMA1-biotinylated RON2 peptide binding; Potency, µM (titrated, usually from 58.2 µM), for inactives: top-dose activity change, negative = inhibition, most hits filed as inhibitors; hit rate 0.2% among 360,000;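 also: potency is read from the fitted curve at half-maximal effect; 0% = vehicle wells and -100% = peptide control; nearly all actives have a fitted effect of over 45% in size; some results filed as inactive show a strong effect at the top dose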
#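 AMA1 (3D7) with his tag at 25 nM final met compounds first, then biotinylated RON2 peptide at 25 nM; detection used donor plus acceptor beads, 10 µg/mL apiece, read by AlphaScreen after 30 min at room temperature.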
# AmpC no deterg = blocks E. coli AmpC beta-lactamase in detergent-free assay | P00811 | AmpC nitrocefin hydrolysis, absorbance 480 nm, 0.0001% Triton | Potency, µM (series often up to 57.1 µM), without a hit: at the highest dose activity change, negative = inhibition, usual class: inhibitors | hit rate 0.52% among 330,000 | AID 485341;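 also: potency is read from the fitted curve at half-maximal effect; plate controls were no compound for no effect and no enzyme for full effect; nearly all actives have a fitted effect of over 20% in size; some results filed as inactive show a strong effect at the top dose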
#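 AmpC (5.3 nM in the dispensed reagent) in 20 mM phosphate pH 7.0 with 0.01% (detergent screen) or 0.0001% Triton X-100 was preincubated with compounds for 15 min at room temperature. Nitrocefin was then added from an 800 uM solution, and hydrolysis was followed at 480 nm.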
# LmPK inhibitor = inhibitors of Leishmania mexicana pyruvate kinase. purified LmPK, Kinase-Glo ATP luminescence, 1 h. Potency, µM (series often up to 57.5 µM), inactives show at the highest dose activity change, negative = inhibition, hits mostly inhibitors. hit rate 0.37% among 290,000; also: potency is read from the fitted curve at half-maximal effect
# Target sequence (Q27686 whole entry, looked up): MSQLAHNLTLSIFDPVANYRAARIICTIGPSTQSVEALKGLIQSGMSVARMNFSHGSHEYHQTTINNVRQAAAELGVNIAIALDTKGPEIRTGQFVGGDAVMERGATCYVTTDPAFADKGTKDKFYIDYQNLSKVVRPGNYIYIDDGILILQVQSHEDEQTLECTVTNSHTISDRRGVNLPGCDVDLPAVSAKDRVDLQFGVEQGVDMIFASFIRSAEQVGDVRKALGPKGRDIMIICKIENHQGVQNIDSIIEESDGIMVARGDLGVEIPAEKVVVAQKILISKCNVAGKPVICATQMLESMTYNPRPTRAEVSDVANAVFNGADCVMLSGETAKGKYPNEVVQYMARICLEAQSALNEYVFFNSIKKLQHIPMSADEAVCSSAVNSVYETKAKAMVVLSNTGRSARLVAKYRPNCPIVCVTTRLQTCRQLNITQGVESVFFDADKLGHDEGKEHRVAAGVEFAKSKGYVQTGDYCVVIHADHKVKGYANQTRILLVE
#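 Pyruvate kinase activity monitored as ATP production (luciferase luminescence). Conditions: 0.1 nM enzyme, 0.5 mM PEP, 0.1 mM ADP, 1 h, RT; normalized against uninhibited and no-enzyme wells.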
# Tb PYK inh = inhibitors of Trypanosoma brucei pyruvate kinase | Q57TT1 | TbPYK enzyme, Kinase-Glo Plus ATP luminescence, 45 min | Potency, µM (titrated, usually from 76.8 µM), without a hit: at the top dose activity, negative = inhibition, most hits filed as inhibitors | hit rate 0.12% among 410,000 | AID 624173; also: potency is read from the fitted curve at half-maximal effect; nearly all actives have a fitted effect of over 50% in size
#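 Assay buffer: 50 mM TEA pH 7.2, 100 mM KCl, 10 mM MgCl2, 0.05% BSA, 0.01% Tween-20. Pyruvate kinase from T. brucei plus substrate met compound, then ADP (130 uM final). Luminescence was read post 45 min RT.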
# The depositor's hits bear a star; ? = inconclusive; . = not tested or not shown; & = joins results of further samples; [ ] = remark or other dose. Unless noted, calls follow the shape of the dose curve; as a rule, active = well fitted curve in the direction sought with a large enough effect; inconclusive = small, poorly fitted or top-dose-only effect, or another doubt; inactive = no such curve, though single readings can be large; an effect the other way counts as inactive or inconclusive. Unless noted, % is scaled to controls: 0 for no effect and ±100 for the full control effect.
cpd	canonical_smiles	HCV inh	AmpC inh detg	HCMV inh	AMA1-RON2 inh
1	CC(=O)N1CCN(C(=O)c2[nH]c(C(F)(F)F)nc2-c2ccccc2)CC1	.	.	22	0%
2	Cc1cc(O)ccc1N/C=C1\CCCC1=O	-10%	-7%	-14	3%
3	Cc1ccc(SCc2nc3ccccc3n2CC(=O)Nc2ccccc2)cc1	-22%	-1%	-27	3%
4	C#Cc1ccc(CN2CCC(N3CCC(C(=O)NCc4ccccn4)CC3)CC2)cc1	?	3%	?	9%
5	O=C(NNC(=O)c1csc(N2CCOCC2)n1)c1ccc(Cl)nc1	16%	?	-7	47%[activator]
6	COc1ccc([N+](=O)[O-])cc1NC(=O)C(C)OC(=O)C1CCCC1 (stereo not drawn)	-17%	5%	?	7%
7	CCN(CC)CCCN1C(=O)c2oc3ccccc3c(=O)c2C1c1cccc(OC)c1OC (stereo not drawn)	21%	-19%	36	5%
8	COc1ccccc1C(=O)Nc1ccc(S(=O)(=O)Nc2cc(C)nc(C)n2)cc1	6%	0%	-15	60%[activator]
9	COCCNC(=O)c1c[nH]c2ccc(S(=O)(=O)Nc3ccccc3F)cc2c1=O	9%	2%	57	-1%
10	Cc1cccc2cc3c(N)c(C(=O)N4CCOCC4)sc3nc12	?	8%	149	20%
11	COc1ccc(NC(=O)Cn2cnc3ccc(S(=O)(=O)N4CCC(C)CC4)cc3c2=O)cc1Cl	.	6%	-33	.
12	CCCC(NC(=O)C(C)NC(=O)CO/N=C1\C=C2CCC3C4CCC(C(C)=O)[C@@]4(C)CCC3[C@@]2(C)CC1)C(=O)O (stereo partly drawn)	19%	?	10	18%
13	Cc1ccc(C=Nc2ccccc2C(N)=O)s1	-21%	?	-4	-1%
14	O=S(=O)(NC1CCCCC1N1CCC(O)CC1)c1ccc(Cl)cc1 (stereo not drawn)	5%	1%	-18	-7%
15	Cc1cccc(N(C(=O)c2ccc(Cl)cc2)C2CS(=O)(=O)CC2OC(=O)c2ccc(Cl)cc2)c1 (stereo not drawn)	4%	-12%	27	-6%

cpd	AmpC no deterg	LmPK inhibitor	Tb PYK inh
1	.	.	-9%
2	-25%	3%	-12%
3	-56%	-3%	2%
4	29%	3%	0%
5	-15%	.	2%
6	55%	-5%	-5%
7	-12%	5%	-11%
8	-22%	1%	1%
9	-29%	3%	-1%
10	54%	-15%	-5%
11	.	.	-1%
12	81%[activator]	1%	1%
13	-10%	-5%	-2%
14	1%	-4%	2%
15	-15%	9%	-1%

# (cont.)
cpd	canonical_smiles	HCV inh	AmpC inh detg	HCMV inh	AMA1-RON2 inh
16	O=C1CC(N2CCOCC2)C(=O)N1c1ccc(Cl)cc1 (stereo not drawn)	0%	-1%	-2	14%
17	Cc1ccc(C)c(S(=O)(=O)N2CCCN(C)CC2)c1	23%	?	-8	6%
18	O=C(CN1CCCCCC1)NC(c1ccccc1)c1ccccc1	29%	-2%	?	?
19	COc1cc(/C=N/Nc2ccc(C(F)(F)F)cn2)ccc1O	?	-4%	96	12%
20	COc1ccc(NC(=O)c2cc(C3CCCCN3C(=O)OCCF)on2)c(C)c1 (stereo not drawn)	.	.	-2	2%
21	Cc1cnc(C)c(Nc2nc(C(N)Cc3ccc(Cl)cc3)cs2)n1 (stereo not drawn)	.	.	-12	36%[activator]
22	Cc1c(C(=O)NC(C)c2ccccc2)sc2ncnc(N(C)C3CCCCC3)c12 (stereo not drawn)	.	9%	-23	.
23	Cc1ccc2cccnc2c1NC(=S)NC(=O)c1ccccc1	?	0%	-9	41%[activator]
24	CCN(CC(=O)Nc1c(F)cccc1F)C(=O)CSc1nnc(-c2ccco2)n1CC	3%	-3%	12	-9%
25	Cc1ccccc1C1c2[nH]c3ccccc3c2C[C@H]2C(=O)N(c3ccccc3C(=O)NCCN3CCOCC3)C(=O)N12 (stereo partly drawn)	?	-10%	-32	-16%
26	CC(OC(=O)c1n[nH]c2ccccc12)C(=O)NC1CCCCC1C (stereo not drawn)	?	0%	?	8%
27	Cc1cc(C)c(NC(=S)N2CCC(N(C)CC3CCCO3)CC2)c(C)c1 (stereo not drawn)	10%	-1%	-72*	-4%
28	COc1cccc(NC(=O)c2cnsn2)c1	9%	9%	.	-8%
29	CCCCn1c(SCC(=O)NC2CC2)nnc1-c1ccncc1	11%	-8%	-3	13%
30	C=C(C)COc1ccc(-c2nc(N)ncc2Oc2ccccc2OC)c(O)c1	?	-17%	12	-9%

cpd	AmpC no deterg	LmPK inhibitor	Tb PYK inh
16	-20%	1%	-6%
17	97%[activator]	-7%	0%
18	16%	0%	-1%
19	-26%	3%	-5%
20	.	.	3%
21	.	.	2%
22	.	.	-1%
23	-27%	8%	-8%
24	-10%	-6%	-6%
25	346%[activator]	-1%	3%
26	-11%	.	-8%
27	-10%	-2%	-11%
28	-16%	?	.
29	-2%	1%	-5%
30	-31%	1%	-4%

# Part of the list above in a different format.
[15] Cc1cccc(N(C(=O)c2ccc(Cl)cc2)C2CS(=O)(=O)CC2OC(=O)c2ccc(Cl)cc2)c1 (stereo not drawn)
  HCV inh: 4%
  AmpC inh detg: -12%
  HCMV inh: 27
  AMA1-RON2 inh: -6%
  AmpC no deterg: -15%
  LmPK inhibitor: 9%
  Tb PYK inh: -1%
[3] Cc1ccc(SCc2nc3ccccc3n2CC(=O)Nc2ccccc2)cc1
  HCV inh: -22%
  AmpC inh detg: -1%
  HCMV inh: -27
  AMA1-RON2 inh: 3%
  AmpC no deterg: -56%
  LmPK inhibitor: -3%
  Tb PYK inh: 2%
[18] O=C(CN1CCCCCC1)NC(c1ccccc1)c1ccccc1
  HCV inh: 29%
  AmpC inh detg: -2%
  HCMV inh: ?
  AMA1-RON2 inh: ?
  AmpC no deterg: 16%
  LmPK inhibitor: 0%
  Tb PYK inh: -1%
[25] Cc1ccccc1C1c2[nH]c3ccccc3c2C[C@H]2C(=O)N(c3ccccc3C(=O)NCCN3CCOCC3)C(=O)N12 (stereo partly drawn)
  HCV inh: ?
  AmpC inh detg: -10%
  HCMV inh: -32
  AMA1-RON2 inh: -16%
  AmpC no deterg: 346%[activator]
  LmPK inhibitor: -1%
  Tb PYK inh: 3%

# New compounds follow
cpd	canonical_smiles	HCV inh	AmpC inh detg	HCMV inh	AMA1-RON2 inh
31	CCOc1ccc(CC(=O)NCc2ccc3c(c2)cc(C)n3C)cc1	-21%	-12%	20	-11%
32	Cc1ccccc1CN1C(=O)C2(OCCCO2)c2ccccc21	?	4%	-32	1%
33	N#Cc1c(N)sc2c1CCCCCC2	3%	?	-16	-11%
34	O=C(Nc1cccc(C(F)(F)F)c1)c1cccnc1N1CCN(c2ccccc2)CC1	?	4%	-28	30µM*
35	COc1ccc(NC2CCCN(C(=O)CCc3ccncc3)C2)cc1OC (stereo not drawn)	13%	8%	15	9%
36	CCn1c(=O)c(C(=O)CN2CCN(S(=O)(=O)c3ccc(C)cc3C)CC2)c(N)n(Cc2ccccc2)c1=O	?	-12%	28	-12%
37	CCOC(=O)COc1cccc2c(=O)n(CC(=O)NCCc3ccc(OC)c(OC)c3)ccc12	2%[8.37 µM]	?	.	.
38	CC(C)Oc1ccc(S(=O)(=O)N2CCOCC2)cc1NC(=O)c1ccc(N2CCCC2=O)cc1	-24%	1%	-24	-7%
39	Cc1cc(S(=O)(=O)n2ccnc2)c(Cl)cc1Cl	16%	-2%	-34	3%
40	CCOc1ccc(C(C)NC(=O)c2cccs2)cc1OCC (stereo not drawn)	-23%	.	21	-8%
41	CN1C(=O)/C(=C/c2ccc(OCc3ccc(F)cc3)cc2)N(C)C1=S	4%	2%	-15	21%
42	O=C(NCCCN1CCCC1=O)c1cccc(Oc2ccccc2)c1	4%	1%	133	-2%
43	COc1cccc(-c2coc3cc4oc(=O)c(CCC(=O)O)c(C)c4cc23)c1	19%	-3%	.	-5%
44	COC(=O)c1cccc(NC(=S)Nc2ccccc2Cl)c1	-20%	4%	12	19%
45	CC12CCC(C(=O)Nc3cc(Cl)ccc3Cl)(C(Br)C1=O)C2(C)C (stereo not drawn)	-4%	-4%	?	20%

cpd	AmpC no deterg	LmPK inhibitor	Tb PYK inh
31	-19%	1%	0%
32	1%	3%	6%
33	-22%	-1%	-17%
34	78%[activator]	2%	2%
35	36%	5%	40%[activator]
36	83%[activator]	4%	-3%
37	51%	-2%	.
38	173%[activator]	-2%	-2%
39	-8%	-2%	0%
40	.	.	2%
41	-17%	-2%	-3%
42	23%	1%	-3%
43	10%	-5%	17%
44	-24%	4%	0%
45	-10%	4%	-7%

# (next part)
cpd	canonical_smiles	HCV inh	AmpC inh detg	HCMV inh	AMA1-RON2 inh
46	CCOc1ccc(CNC(=O)Cn2c(=O)c3cccn3c3ccccc32)cc1	-1%	?	?	5%
47	COc1ccc(C(=O)NC(=S)Nc2ccc(CN3CCOCC3)cc2)cc1OC	-30%	4%	-10	16%
48	CCc1ccc(NC(=O)c2cnccn2)cc1	4%	-15%	17	0%
49	COc1cccc(CN2CCN(Cc3ccc4c(NC(C)=O)cccc4n3)CC2CCO)c1 (stereo not drawn)	-7%	2%	20	20%
50	O=C(NCc1ccc(F)cc1)c1ccc2oc(=O)n(Cc3ccccc3)c2c1	.	5%	-10	.
51	COCc1n[nH]c(=S)n1-c1ccccc1	8%	?	32	-2%
52	COc1cc(/C=N/NC(=O)c2cccnc2)ccc1OCC(=O)Nc1ccccc1Cl	?	2%	-37	-3%
53	O=C(CSc1ncnc2c1nnn2Cc1ccccc1)NC1CCCCC1	5%	0%	80	5%
54	Cc1nn(-c2nccs2)c2c1C(=O)CC(C)(C)C2Br (stereo not drawn)	-1%	.	-70*	2%
55	CCOC(=O)c1ccc(N(CCC2CO2)S(=O)(=O)c2ccc(C)cc2)cc1 (stereo not drawn)	19%	.	-5	1%
56	CN1CCN(c2ccc3c(c2)S(=O)(=O)c2ccccc2C3=O)CC1	11%	.	41	1%
57	C=CCn1c(SCC(=O)c2[nH]c(C)c(C(=O)OCC)c2C)nc2scc(-c3ccc(OC)c(OC)c3)c2c1=O	?	-15%	-100*	-8%

cpd	AmpC no deterg	LmPK inhibitor	Tb PYK inh
46	-13%	8%	7%&1%
47	93%[activator]	3%	0%
48	-14%	-3%	-10%
49	26%	9%	1%
50	.	.	4%
51	-9%	0%	?
52	-3%	11%	-14%
53	-8%	2%	-8%
54	.	.	-2%
55	.	.	4%
56	.	.	-1%
57	2%	1%	-1%

# High-throughput results (PubChem)
